RSV antiviral HEp-2 – RSV antiviral activity via CPE protection, HEp-2 cells, primary 10 µM value included (AID 2391). actives 0.13% (n = 310,000). HEp-2 cells, RSV-induced CPE inhibition; higher % means a stronger effect. CPE inhibition, % at 10 µM; hits with a dose series show IC50 in µM; in the data active = a potency from the dose series; inconclusive = CPE inhibition mostly from about 23% at the one dose, without a potency; inactive = the rest, 99 in 100 with CPE inhibition below about 21%; note: strong numbers were not always called active
SV40 large T antigen – TAg ATPase/helicase activity blockers – biochemical (AID 1903); SV40 large T antigen ATPase/helicase inhibition assay; higher % means a stronger effect; inhibition, % at 20 µM, or IC50 in µM where a hit was titrated; actives 0.39% (n = 310,000); in the data active = a potency from the dose series; inconclusive = inhibition mostly from about 32% at the one dose, without a potency; inactive = the rest, 99 in 100 with inhibition below about 32%; note: strong numbers were not always called active
T cell HTS – T cell immune modulation candidate. calls only at 7 µM. AID 2052. actives 0.068% (n = 330,000). 2C CD8+ T cell-vesicle binding, flow cytometry; active compounds read low;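 active = response, share of CD8 T cells binding vesicles, and their 90th percentile fluorescence all below set limits, cut at about 80% in these data, passing the limit was not always enough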
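Material: 2C TCR transgenic mouse naive CD8+ T cells, MACS-purified. Also added: QL9-charged Drosophila Ld/ICAM-1/B7-1 vesicles. Timing: binding 1.5 h at 37 °C. Measured by: high-throughput flow cytometry with anti-B7-1 and anti-CD8 staining. Read-out: percent CD8+ FL2 mean versus row control. Controls: Unloaded micro-vesicles (low), QL9 vesicles with 0.7% DMSO (high).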
PhoP inhibition – PhoP-dependent GFP reporter repression – Salmonella Typhimurium, primary screen (AID 1863); actives 0.16% (n = 300,000); S. Typhimurium PhoP-regulated promoter GFP reporter, 4 h; higher % means a stronger effect; inhibition, % at 50 µM; hits with a dose series show IC50 in µM;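 active = inhibition over 29.93%, a cutoff 3 SD above the screen mean, later confirmed by dose response; inconclusive = inhibition over 29.93% but no dose response follow-up; inactive = inhibition at most 29.93% or unconfirmed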;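 note: 0% = low Mg2+ inducing control and 100% = high Mg2+ repressing control; strong numbers were not always called active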
West Nile virus CPE – inhibition of WNV-induced cytopathic effect – cell-based, CPE readout (AID 1621). CPE inhibition, % at 10 µM; hits with a dose series show IC50 in µM. actives 0.02% (n = 290,000). West Nile virus-infected cells, CPE inhibition; higher % means a stronger effect; in the data active = a potency from the dose series; inconclusive = CPE inhibition mostly from about 3.7% at the one dose, without a potency; inactive = the rest, 99 in 100 with CPE inhibition below about 2.2%; note: strong numbers were not always called active
bCat nuc transl – alters nuclear translocation of beta-catenin in HeLa cells; nuclear translocation activity, % at 5 µM; immunofluorescence imaging; actives 0.3% (n = 190,000);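 active = nuclear translocation activity above 50% at 5 µM, with a well cell count of 50 or more; inconclusive = wells under 50 cells across six images, flagged as toxic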;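 note: per-cell ratio of nuclear to cytoplasmic median beta-catenin stain intensity; plate controls were DMSO negative control for no effect and GSK-3 inhibitor IX positive control for full effect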
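System: HeLa cells, endogenous beta-catenin; compound dosing: 5 µM primary single dose, 0.1% DMSO, 0.02–20 µM confirmation series; incubation: 24 h compound exposure at 37°C, 5% CO2; signal: beta-catenin immunofluorescence imaging with DAPI; evaluation: % activation, nuclear-to-cytoplasmic median beta-catenin signal ratio per cell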
Myeloid diff 2 – compounds promoting myeloid differentiation | ER-HoxA9 myeloid progenitors, lysozyme-GFP differentiation, flow cytometry | calls only at 10 µM | actives 1% (n = 360,000);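 active = normalized GFP-positive differentiation at or above the plate's own cutoff, the solvent-only control mean plus 3 SD; inconclusive = no clear call, values can overlap the other calls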;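 note: cells exposed to compound for four days before flow analysis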
WT yeast gro inh – growth inhibition of WT yeast, mitochondrial fusion screen; inhibition, % at 10 µM; actives 2.1% (n = 190,000); AID 1362; mitochondrial fusion phenotypic screen, WT strain; in the data active = inhibition above about 58%; tested in S. cerevisiae
MgcRacGAP inhibition – MgcRacGAP GTPase-activating activity inhibitors, confirmation, biochemical, ADP Hunter fluorescence. AID 624330. inhibition, % at 30 µM, or IC50 in µM where a hit was titrated. MgcRacGAP-stimulated Rac1 GTP hydrolysis, ADP Hunter fluorescence; higher % means a stronger effect; GST-tagged Rac1 F28L mutant substrate. actives 0.6% (n = 340,000);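 active = first-screen hits whose inhibition reached a set limit at any dose in the follow-up dose series; inconclusive = inhibition above the set first-screen limit but never retested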;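 note: fluorescence reports GDP produced by GAP-driven GTP hydrolysis; strong numbers were not always called active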
WT yeast gro inh mutant strain – also measured in WT yeast gro inh; calls as there; inhibition, %; mitochondrial fusion phenotypic screen, mutant strain inhibition
bCat nuc transl cell count 5 µM – second read-out of bCat nuc transl, no call of its own (marks repeat the call); cell count; measured here: cell count, cytotoxicity flag
T cell HTS vesicle-bound % – further read-out of T cell HTS, marked with its call; double positive events, %; measured here: CD8+ vesicle-bound cell fraction;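 binding gate set so that unloaded-vesicle control wells show 10% double positive cells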
Myeloid diff 2 GFP+ MAC1+ % – further read-out of Myeloid diff 2, marked with its call; GFP+ MAC1+ double positive, %; measured here: differentiation confirmed by MAC1 staining
Numbers without * were called inactive; i = inactive; ? = inconclusive; / = no result given.

SMILES	RSV antiviral HEp-2	SV40 large T antigen	T cell HTS	T cell HTS vesicle-bound %	PhoP inhibition	West Nile virus CPE	bCat nuc transl	bCat nuc transl cell count 5 µM	Myeloid diff 2	Myeloid diff 2 GFP+ MAC1+ %	WT yeast gro inh	WT yeast gro inh mutant strain	MgcRacGAP inhibition
O=[N+]([O-])c1cccc(S(=O)(=O)N/N=C/c2ccc(O)cc2)c1	1.2%	10.6µM*	i	27.9	-2.6%	0.9%	1.1	1212	i	0.5	5.7	6.3	49.5µM*
CC(C)(C)C(=O)Nc1ccc(N2CCN(c3ccc(C(F)(F)F)cn3)CC2)nc1	7.3%	5.7%	i	26.4	4.8%	-1.2%	-2.3	1208	i	1.0	/	/	10.4%
CC(c1ccccc1)N1CC(C(=O)Nc2nccs2)CC1=O (centres undefined)	4.7%	0.0%	i	15.8	-2.9%	0.2%	/	/	i	1.5	/	/	5.1%
CCCCc1nnc(NC(=O)C2CC(=O)N(Cc3ccccc3)C2)s1 (centres undefined)	2.3%	7.4%	i	17.1	-6.0%	-0.4%	/	/	i	0.8	/	/	5.9%
Cc1ccc(NC2CCCN(C(=O)CN3C(=O)CSC3=O)C2)cc1C (centres undefined)	0.3%	5.1%	i	61.6	0.1%	0.0%	/	/	i	0.3	/	/	12.4%
O=C(N[C@H]1CC1c1ccccc1)c1ccc([N+](=O)[O-])cc1 (some centres undefined)	1.4%	10.9%	i	24.3	-5.1%	0.0%	1.3	1271	i	0.3	/	/	-5.3%
O=C(O)c1cccc(NN=C2c3ccccc3-c3ccccc32)c1	/	15.7%	/	/	-7.8%	0.9%	-0.6	1108	i	0.6	55.8	29.4	8.9%
NC(=O)CC(c1ccccc1)c1ccc2c(c1)OCO2 (centres undefined)	-0.1%	9.4%	i	60.1	-0.6%	0.2%	/	/	i	0.2	/	/	9.4%
O=C(CCc1nnc(CCCCc2ccccc2)o1)NCCn1cccn1	1.6%	9.3%	i	44.2	-0.4%	-0.5%	0.2	1574	i	0.2	23.4	9.3	2.8%
CC(Cl)c1cc(-c2ncc(C(F)(F)F)cc2Cl)no1 (centres undefined)	1.2%	4.8%	i	51.6	6.1%	?	0.7	1044	i	0.9	10.5	6.5	3.9%
Cc1ccc(NC(=O)CNC(C)c2ccccc2)cc1 (centres undefined)	0.3%	14.9%	i	41.4	4.3%	-0.6%	/	/	i	0.0	/	/	8.9%
O=C(NCCCN1CCC(Cc2ccccc2)CC1)C1CCN(S(=O)(=O)N2CCOCC2)CC1	/	2.9%	/	/	-3.6%	0.1%	/	/	i	0.5	10.9	16.0	14.8%
O=Cc1cn(CC(=O)Nc2ccc(F)cc2)c2ccccc12	-1.2%	-5.6%	i	52.4	2.7%	0.6%	-0.1	1113	i	0.5	-3.2	-8.5	9.8%
CC1=C(C(=O)OCc2ccccc2)C(c2ccc([N+](=O)[O-])cc2)NC(=O)N1 (centres undefined)	5.4%	9.6%	i	53.8	3.8%	-1.7%	/	/	i	0.2	/	/	8.1%
Cc1ccc(NC(=O)C(Cc2ccccc2)n2cccc2)cc1 (centres undefined)	8.2%	18.2%	i	11.4	0.2%	0.1%	1.4	1343	i	1.1	/	/	3.6%
COc1cccc(/C=N/NC(=O)CSc2ccccc2C)c1OC	2.4%	8.8%	i	43.3	1.1%	-0.5%	-1.5	572	i	0.4	-8.6	6.6	2.9%
CC(=O)Nc1ccc(S(=O)(=O)NCCc2cc3c(C)ccc(C)c3[nH]c2=O)cc1	4.3%	-5.2%	i	50.3	9.3%	0.0%	-1.2	1083	i	1.4	1.9	4.6	14.6%
CCOC(=O)c1[nH]c2cc(OC)c(OC)cc2c1NC(=O)CN1CCN(C)CC1	/	1.9%	/	/	4.0%	1.5%	2.6	1152	/	/	11.3	-9.9	/
CC(=O)O[C@H]1CC[C@@]2(C)[C@@H](CC[C@@H]3[C@@H]2CC[C@]2(C)[C@@H](C(C)(C)O)C[C@@H]32)C1	41.6%	8.0%	i	25.9	/	/	/	/	i	0.6	/	/	0.6%
CCN(C(=O)c1ccc(NC(=O)Cc2ccccc2)cc1)c1ccccc1	4.6%	27.9%	i	64.3	-2.3%	-0.8%	/	/	i	1.0	/	/	11.7%
CC(=O)N(CCc1cccc(C)c1)Cc1cc2cc(C)ccc2[nH]c1=O	3.1%	-4.4%	i	32.9	3.5%	-1.4%	/	/	i	0.6	/	/	0.3%
O=C(Cn1c(NCCO)nc2ccccc21)c1ccccc1	3.0%	0.2%	i	29.7	-11.2%	-0.5%	1.3	426	i	0.3	-5.9	-16.5	-13.3%
Cc1ccc(N2C(=O)C(CN3CCCCC3)C2c2ccccc2)cc1 (centres undefined)	-3.6%	18.4%	i	1.6	6.0%	-1.8%	0.9	1439	i	0.1	14.6	16.0	0.2%
O=C(Cc1ccc(Cl)cc1)NC(=S)Nc1ccccc1N1CCOCC1	12.8%	9.9%	i	18.5	-12.3%	-0.7%	-2.7	1125	i	0.7	62.2*	7.1*	4.9%
CC(C)Cn1c(SCC(=O)Nc2cc(Cl)c(Cl)cc2Cl)nc(O)cc1=O	-1.2%	12.1%	i	38.6	-4.1%	/	/	/	i	0.3	/	/	1.0%
O=C1c2ccccc2C(=O)N1OCc1cccc(Cl)c1	2.4%	6.5%	i	41.2	1.0%	0.2%	-5.7	1187	/	/	-4.5	5.1	0.3%
C/C(=N\NC(=O)Cc1ccc(Cl)cc1)c1ccccc1O	6.3%	8.8%	i	63.1	4.7%	-1.4%	/	/	/	/	/	/	3.4%
CCOc1ccc2nc(NC(=O)C3CCN(S(=O)(=O)c4cnc[nH]4)CC3)sc2c1	5.1%	5.5%	i	44.1	1.3%	0.5%	0.1	1175	i	1.2	0.6	7.0	4.5%
COc1ccc(/C=N/Nc2cc(C)nc3ccc(Br)cc23)cc1	-2.3%	13.8%	i	42.1	-2.2%	-2.3%	/	/	/	/	/	/	10.1%
O=C(Cn1nc(-c2ccccc2)ccc1=O)Nc1ccc(NC(=O)c2ccccn2)cc1	0.3%	9.8%	i	46.5	8.2%	?	4.6	1001	i	0.4	-12.4	11.0	3.1%
C=CCc1cccc(CNc2nc3ccccc3n2CCC)c1O	22.2%	5.5%	i	31.2	-7.6%	0.2%	-4.1	1175	i	1.0	58.6*	32.4*	-3.5%
Cc1ccc(CNC(N)=S)cc1	1.0%	0.9%	i	17.9	3.7%	0.8%	0.3	1096	i	0.6	-1.0	-8.7	-1.9%
O=C1CC(=O)C(n2cncn2)C(c2ccc(Cl)cc2)C1 (centres undefined)	0.8%	6.0%	i	44.2	1.6%	-0.4%	-2.6	1079	i	1.5	-10.9	-11.6	-6.8%
O=C(COc1ccccc1)NCC(=O)Nc1ccc(S(=O)(=O)NCc2ccco2)cc1	2.2%	3.4%	i	35.4	11.2%	-0.2%	-1.1	1166	i	0.8	0.6	-14.3	5.4%
COc1cc(CNc2ncc(-c3ccc(Br)cc3)n2C)cc(OC)c1OC	8.7%	23.4%	i	9.0	-9.8%	-0.1%	/	/	i	0.6	/	/	29.8%
COc1ccc(CNC(=O)CN(Cc2ccc(F)cc2)C(=O)CCC(=O)Nc2nccs2)cc1	0.8%	7.4%	i	44.7	10.8%	-0.8%	/	/	i	0.9	/	/	2.8%
Cn1nnnc1SCC(=O)N(C1CCCCC1)C1CCS(=O)(=O)C1 (centres undefined)	0.0%	13.8%	i	37.6	6.1%	-0.1%	-1.9	1007	i	0.5	-5.9	-1.8	9.3%
COCCCNC(=O)c1ccc2c(c1)ncn2-c1ccccc1OC	0.9%	3.9%	i	44.9	10.2%	1.4%	-1.6	1009	i	0.6	25.2	26.4	1.1%
CCN1CCN(CCNC(=O)c2ccc(CS(=O)(=O)c3c(Cl)cccc3Cl)o2)CC1	-0.2%	-0.7%	i	66.2	6.4%	-0.4%	0.3	1072	i	3.1	-1.6	-3.8	3.8%
COc1ccc(C(=O)/C(=C\c2ccco2)N2C=CC=CC2=C(C#N)C#N)cc1	-4.3%	?	i	38.7	-13.9%	?	-1.0	1332	?	/	8.2	6.2	4.0%
O=C(Nc1nccs1)c1ccc(CSc2nnnn2-c2ccccc2)cc1	9.2%	1.0%	i	48.6	6.4%	1.9%	-2.8	1163	i	6.5	10.3	9.2	0.8%
COc1cccc(NS(=O)(=O)c2ccc3[nH]cc(C(=O)NCCC(C)C)c(=O)c3c2)c1	7.5%	5.4%	i	4.5	2.5%	?	4.9	1446	i	0.6	13.9	-5.2	12.8%
O=C(N/N=C/c1cc(Br)cc(Br)c1O)c1cccc(N2CCCC2=O)c1	?	/	i	27.2	/	-0.6%	-1.7	1003	i	0.5	-3.8	-3.9	4.7%
Cc1ccc(C)c(NC(=O)COC(=O)Cn2c(C)csc2=O)c1	0.5%	17.4%	i	48.9	4.8%	/	/	/	i	1.2	/	/	-5.9%
CC(=O)c1cccc(CN2CCN(Cc3ccc(F)cc3)C(CCO)C2)c1 (centres undefined)	0.3%	1.3%	i	62.1	8.5%	-0.3%	-2.1	958	i	0.2	-8.7	-12.3	-3.0%
Cc1ccc(CNC(=O)CN2C(=O)NC(C)(c3cccc(Br)c3)C2=O)cc1 (centres undefined)	0.6%	8.4%	i	5.6	8.7%	-1.2%	/	/	i	1.2	/	/	7.0%
O=C(Nc1ccccc1N1CCN(c2ccccc2)CC1)C12CC3CC(CC(C3)C1)C2	5.9%	3.7%	i	7.2	-0.7%	-0.3%	-1.0	1064	i	0.6	40.7	-5.1	12.0%
Cc1ccccc1-n1c(-c2cccnc2)n[nH]c1=S	0.5%	2.3%	i	18.5	7.1%	-0.2%	-5.3	1230	i	5.4	11.6	7.6	9.0%
CCOc1ccccc1NC(=O)CCC(=O)O	1.2%	13.6%	i	3.5	-12.9%	-0.7%	-0.6	1346	i	3.1	1.5	5.1	10.1%
CCCNC(=O)C1(CC2CC(c3ccccc3)=NO2)CCN(C(=O)C2CCCC2)CC1 (centres undefined)	0.3%	-8.1%	i	28.8	10.9%	/	/	/	i	1.9	/	/	5.1%

High-throughput results (PubChem BioAssay)

Rows were taken by chance. About 3.6% of those tested had a hit in this group.
